# ERG-DNA inh: ERG Ets/DNA interaction inhibition | fluorescence polarization, His-ERG Ets domain / labelled DNA | Potency, µM (top dose mostly 76.9 µM), inactives show at the top dose FP activity, negative = inhibition, hits mostly inhibitors | hit rate 0.028% among 370,000 | AID 624246; active = well fitted inhibition curve with a large enough effect in the polarisation, with a control signal flat; inconclusive = small, poorly fitted or top-dose-only effect, or effect the other way, or a change in a side signal; inactive = no such curve, though single readings can be large or run the other way; the % refers to the polarisation;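 note: polarization taken with two DNA probes labelled with fluorescein and Texas red; potency is the fitted concentration of half-maximal effect; % of control where 0% means no effect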
#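 His-tagged ERG Ets domain (1 uM in the protein solution; 300mM KCl, 50mM Tris-HCl, 1mM EDTA, 1mM DTT, pH 7.5) received compound, then a probe mix of 5 nM fluorescein-DNA and 100nM Texas-615-DNA. Fluorescence polarization was read for both dyes.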
# POLI inh: DNA polymerase iota (human) inhibition | Q9UNA4 | Pol iota fluorescent replication assay, 10 min | Potency, µM (highest dose often 115 µM), for inactives: at the top dose activity, negative = inhibition, hits mostly inhibitors | hit rate 1% among 390,000; note: potency is the fitted concentration of half-maximal effect
#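 Fluorescent replication assay read twice, at 0 min and 10 min after adding 50 nM (final) substrate. Enzyme (10 nM) and compounds were first incubated 15 min at room temperature; enzyme-free buffer wells were negative controls.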
# Pol beta inh: blocks human DNA polymerase beta activity. P06746. Pol beta primer extension/strand displacement, fluorescence kinetic. Potency, µM (top dose mostly 114 µM), for inactives: at the top dose activity change, negative = inhibition, most hits filed as inhibitors. hit rate 1.3% among 340,000; note: potency is the fitted concentration of half-maximal effect; % is set by controls: 0 for no effect and ±100 for the full control effect
#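 Human Pol beta at 10 nM; strand-displacement substrate 50 nM final. Compound exposure 15 min at room temperature before start, reaction 10 min at room temperature.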
# APEX1 inh: APE1 (human) endonuclease inhibition; P27695; recombinant APE1, TAMRA/BHQ-2 abasic DNA cleavage fluorescence; Potency, µM (series often up to 65.8 µM), for the others: top-dose activity change, negative = inhibition, hits mostly inhibitors; hit rate 0.35% among 350,000; AID 2517;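 note: potency is the fitted concentration of half-maximal effect; plate controls were vehicle for no effect and reference inhibitor for full effect; nearly all actives have a fitted effect of over 55% in size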
#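 0.75 nM APE1 + cpd, 15 min RT; start w/ 50 nM TAMRA/BHQ-2 THF-abasic dsDNA; kinetic fluor 525/598 nm ×3 reads @60 s; Δ(read3−read1); normalized to DMSO and NSC13755 control wells.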
# POLK inh: inhibitors of human DNA polymerase kappa; Q9UBT6; purified Pol kappa, fluorescent DNA synthesis assay, 10 min; Potency, µM (series often up to 107 µM), for the others: top-dose activity, negative = inhibition, actives largely listed as inhibitors; hit rate 0.53% among 400,000; AID 588579; note: potency is the fitted concentration of half-maximal effect; % is set by controls: 0 for no effect and ±100 for the full control effect
#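 Fluorescent qHTS in 1536-well format: enzyme (10 nM) and compound sat 15 min at room temperature before 50 nM substrate (final) was added. Signal taken at 0 and 10 min; no-enzyme buffer wells were negative controls.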
# TRHR agonist: activates the human TRH receptor; P34981; TRHR cells, calcium flux fluo-8, FDSS agonist mode; hit rate 0.18% among 360,000; activation, % at 2 µM; in the data active = activation above about 30%; note: 0% is about no effect
#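 Fluo-8-loaded TRHR cells; 10 s baseline, compound added, kinetic Ca2+ fluorescence read 1/s, agonist mode.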
# BLM helicase inh: Bloom syndrome helicase (human) inhibition; P54132; recombinant BLM DNA unwinding, fluorescence dequenching; Potency, µM (highest dose often 56.1 µM), inactives show at the highest dose activity change, negative = inhibition, usual class: inhibitors; hit rate 0.2% among 350,000; AID 2528;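 note: potency is the fitted concentration of half-maximal effect; plate controls were vehicle for no effect and no enzyme for full effect; nearly all actives have a fitted effect of over 35% in size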
# Apoferritin bind: candidate novel general anesthetic via apoferritin binding. P02791. apoferritin/1-aminoanthracene competitive binding, fluorescence. Potency, µM (series often up to 77.5 µM), for inactives: top-dose activity change, negative = displacement, most hits filed as inhibitors. hit rate 0.074% among 350,000; note: potency is the fitted concentration of half-maximal effect; % is set by controls: 0 for no effect and ±100 for the full control effect; nearly all actives have a fitted effect of over 20% in size
# Target sequence (P02791 2-175 limits assumed): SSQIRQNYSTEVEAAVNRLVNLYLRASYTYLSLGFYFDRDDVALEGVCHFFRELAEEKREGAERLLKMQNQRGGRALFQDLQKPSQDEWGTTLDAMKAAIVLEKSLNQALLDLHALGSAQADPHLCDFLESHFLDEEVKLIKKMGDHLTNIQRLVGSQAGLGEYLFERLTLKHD
#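 Apoferritin-based anesthetic binding model; compound displacement of fluorescent 1-AMA measured as endpoint fluorescence after 10 minutes at room temperature, scaled to free-ligand and complex controls.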
# 12-LOX inh: blocks human arachidonate 12S-lipoxygenase. hit rate 1.1% among 580,000. AID 1671190. Potency, µM (doses to about 108 µM), without a hit: top-dose activity change, negative = inhibition, actives largely listed as inhibitors. purified 12hLO, xylenol orange hydroperoxide absorbance; note: potency is the fitted concentration of half-maximal effect; % is set by controls: 0 for no effect and ±100 for the full control effect
# Target sequence (P18054 whole entry, looked up): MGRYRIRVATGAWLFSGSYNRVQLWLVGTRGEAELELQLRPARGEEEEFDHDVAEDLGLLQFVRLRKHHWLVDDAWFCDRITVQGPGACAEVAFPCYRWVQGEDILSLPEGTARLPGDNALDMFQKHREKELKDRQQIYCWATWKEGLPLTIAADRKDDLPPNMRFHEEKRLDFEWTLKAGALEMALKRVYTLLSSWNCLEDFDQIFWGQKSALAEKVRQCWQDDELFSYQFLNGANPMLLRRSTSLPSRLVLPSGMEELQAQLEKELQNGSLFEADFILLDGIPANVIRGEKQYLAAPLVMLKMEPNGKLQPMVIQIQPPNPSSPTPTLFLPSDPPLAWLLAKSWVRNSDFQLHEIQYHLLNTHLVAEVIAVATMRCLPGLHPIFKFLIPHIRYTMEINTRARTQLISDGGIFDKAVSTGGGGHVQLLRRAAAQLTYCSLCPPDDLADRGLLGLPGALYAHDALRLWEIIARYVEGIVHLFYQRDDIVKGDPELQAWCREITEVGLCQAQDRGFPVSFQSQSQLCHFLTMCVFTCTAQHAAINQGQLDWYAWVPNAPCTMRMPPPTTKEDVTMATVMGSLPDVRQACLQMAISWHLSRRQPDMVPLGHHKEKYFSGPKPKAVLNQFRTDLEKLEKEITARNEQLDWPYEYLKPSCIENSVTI
#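 Purified human 12hLO (150 nM final) in 25 mM Hepes, 0.01% Triton X-100, pH 7.0 was preincubated 15 min at room temperature with compound. Then 40 uM arachidonic acid was added, 30 min. Hydroperoxide was read by Fe-XO absorbance ratio 573/405 nm.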
# * = called active by the depositor; i = inactive; u = inconclusive; x = no result given; & = joins results of further samples; ! = repeats disagree; [ ] = remark or other dose. Unless noted, calls come from the whole dose curve; as a rule, active = well fitted curve in the direction sought with a large enough effect; inconclusive = small, poorly fitted or top-dose-only effect, or another doubt; inactive = no such curve, though single readings can be large; an effect the other way counts as inactive or inconclusive. A portion of the library; rates above refer to the full screens.
mol	ERG-DNA inh	POLI inh	Pol beta inh	APEX1 inh	POLK inh	TRHR agonist	BLM helicase inh	Apoferritin bind	12-LOX inh
Cc1ccc(C(CC(=O)N2CCCCC2)c2ccccc2)c(O)c1C (stereo not drawn)	-7%	2%	-14%	-14%	-4%	-1.3	-7%	-9%	0%
Cc1cc(C)cc(Oc2nc3c(c(=O)n(C)c(=O)n3C)n2Cc2ccc(F)cc2)c1	-4%	31%[activator]	0%	x	10%	-1.0	-9%	-11%	-17%
COc1ccc(CNC(=O)C[C@H]2C[C@H](C(=O)N3CCOCC3)[C@@]3(C)c4[nH]c5ccc(Cl)cc5c4CCN3C2=O)cc1OC	-10%	25%	x	7%	-3%	x	x	x	u
CC(=O)Nc1ccc(-c2csc(NNC(=O)c3ccc(C)cc3)n2)cc1	0%	20%	-1%	0%	-2%	0.3	-6%	-10%	24%
O=C(c1cc(-c2cccc(Cl)c2)on1)N1CCc2ccccc2C1	13%	46%[activator]	61%	5%	-5%	0.7	0%	3%	u
CC(=O)c1cnn(-c2c(Cl)cc(Cl)cc2Cl)c1C	-4%	u	-1%	-1%	4%	1.0	1%	6%	-1%
Cc1ccc(-c2csc(NC(=O)CN3CCOCC3)n2)cc1C	13%	17%	u	27%	2%	-0.4	0%	-11%	x
Cc1oc(-c2cccc(Cl)c2)nc1CN1CCC(C(=O)NCCCN2CCN(c3ccccc3F)CC2)CC1	3%	50%[activator]	24%	x	-3%	0.2	-3%	-7%	5%
C[C@H](CO)N1C[C@H](C)[C@@H](CN(C)S(C)(=O)=O)Oc2ccc(NS(=O)(=O)c3cn(C)cn3)cc2C1=O	3%	41%	x	0%	3%	x	x	x	u
COc1ccc(CCNC(=O)COC(=O)c2cc(OC)c(OC)cc2OC)cc1OC	-11%	5%	1%	-3%	3%	-0.1	-3%	-5%	10%
Cc1cc(C(=O)N2CCCC(N3CCN(c4cccc(C(F)(F)F)c4)CC3)C2)n[nH]1 (stereo not drawn)	-3%	25%	-25%	33%	-8%	-0.3	-3%	-14%	8%
Cc1cnc(C(=O)OCC(=O)Nc2ccc(Cl)cc2Cl)cn1	-8%	9%	u	4%	3%	-0.6	5%	-4%	1%
COc1ccc(NC(=O)C2OCCc3ccccc32)c(OC)c1 (stereo not drawn)	5%	6%	18%	21%	-14%	0.2	-12%	-13%	0%
O=C(/C=C/c1ccco1)NCc1ccccn1	7%	16%	2%	1%	2%	0.9	-4%	-5%	4%
O=C(NCC1CCN(C(=O)c2ccc([N+](=O)[O-])cc2)CC1)c1ccc([N+](=O)[O-])cc1	-5%	88%[activator]	40%	-8%	-3%	0.4	-4%	-14%	-1%
CC1(c2nnc(-c3ccc(Cl)cc3)o2)CC(c2ccc([N+](=O)[O-])cc2)=NO1 (stereo not drawn)	11%	-5%	21%	14%	6%	-0.8	-1%	3%	u
COc1ccc(OCC(=O)NNC(=O)c2ccc(-c3ccccc3)cc2)cc1	-7%	-27%	45µM*	0%	-10%	x	-8%	-8%	0%
CN(C)S(=O)(=O)c1cccc(COC(=O)CCNC(=O)c2ccc([N+](=O)[O-])cc2)c1	13%	3%	x	18%	9%	-0.2	x	x	1%
O=C(COc1ccccc1Cc1ccccc1)Nc1cccnc1	-2%	22%	x	22%	-15%	-0.2	x	x	153%[activator]
CC(C)c1ccc(OCC(=O)N2CCN(C(=O)c3ccco3)CC2)cc1	6%	56%[activator]	-1%	7%	-10%	-0.3	0%	-9%	-2%

# Among those listed so far, three have fluorine:
mol	ERG-DNA inh	POLI inh	Pol beta inh	APEX1 inh	POLK inh	TRHR agonist	BLM helicase inh	Apoferritin bind	12-LOX inh
Cc1cc(C)cc(Oc2nc3c(c(=O)n(C)c(=O)n3C)n2Cc2ccc(F)cc2)c1	-4%	31%[activator]	0%	x	10%	-1.0	-9%	-11%	-17%
Cc1oc(-c2cccc(Cl)c2)nc1CN1CCC(C(=O)NCCCN2CCN(c3ccccc3F)CC2)CC1	3%	50%[activator]	24%	x	-3%	0.2	-3%	-7%	5%
Cc1cc(C(=O)N2CCCC(N3CCN(c4cccc(C(F)(F)F)c4)CC3)C2)n[nH]1 (stereo not drawn)	-3%	25%	-25%	33%	-8%	-0.3	-3%	-14%	8%

# (cont.)
mol	ERG-DNA inh	POLI inh	Pol beta inh	APEX1 inh	POLK inh	TRHR agonist	BLM helicase inh	Apoferritin bind	12-LOX inh
COc1ccccc1CN1CCN(C(=O)c2cccc3ccccc23)CC1	-1%	21%	x	x	-3%	x	x	x	9%
O=S1(=O)NC(=NCCOCCO)c2ccccc21	17%	0%	-25%	1%	5%	0.1	-5%	-4%	-7%
COc1cc(C(=O)NCC(c2cccs2)N2CCOCC2)c([N+](=O)[O-])cc1OC (stereo not drawn)	12%	7%	x	-2%	-2%	-0.1	x	x	-18%
CC(C)(C)OC(=O)CC12CCCCC1NC(=O)O2 (stereo not drawn)	-4%	18%	-8%	13%	-1%	0.1	-2%	-15%	13%
COCCCNC(=O)Cn1cnc2sc(C)c(S(=O)(=O)N3CC(C)CC(C)C3)c2c1=O (stereo not drawn)	-10%	144%[activator]	19%	31%[activator]	-7%	-0.1	-2%	-1%	x
CCCSc1ncc(Cl)c(C(=O)Nc2ccc(S(=O)(=O)N3CCC(C)CC3)cc2)n1	-2%	-10%	0%	x	13%	1.1	-9%	u	-15%
C/C(N)=C(/C#N)C(=O)COC(=O)c1cc(-c2ccccc2)nc2ccc(Br)cc12	x	x	u	0%	x	-0.4	0%	-4%	x
CCCCCn1c(CNC(C)=O)nc2ccccc21	7%	18%	25%	-3%	-18%	0.1	-1%	-9%	23%
C[C@@](N)(Cc1ccc(O)c(O)c1)C(=O)O	x	x	x	1.4µM*!	3.5µM*!	x	5%	35%[activator][29.3 µM]	x
CCN(CCCn1c(SCC#N)nc2ccccc2c1=O)c1ccccc1	-1%	11%	0%	-11%	-5%	-0.7	-9%	46%[activator]	0%
Cc1cc(NS(=O)(=O)c2ccc(NC(=S)NC(=O)c3ccncc3)cc2)no1	-2%	34%[activator]	0%	2%	-8%	0.0	-5%	-5%	-20%
Cc1ccccc1NC(=S)N/N=C/c1ccc(O)cc1O	4%	52%[activator]	-9%	4%	-17%	0.6	-5%	-9%	u
O=C(Nc1cc(Cl)ccc1O)C1CC(c2ccccc2O)=NO1 (stereo not drawn)	20%	54%[activator]	-11%	5%	1%	0.3	-9%	-16%	-27%
Clc1nc(CN2CCOCC2)nc2sc3c(c12)CCC3	3%	36%	2%	5%	1%	0.3	1%	-9%	-4%
CC1CCc2c(sc(NC(=O)C3CCCO3)c2C#N)C1 (stereo not drawn)	0%	40%[activator]	0%	0%	-2%	1.5	1%	-8%	-14%
Cc1ccc2nc(-c3c[nH]c4ccccc34)c(Nc3ccccc3)n2c1	0%	-7%	-15%	x	-10%	0.6	-6%	-9%	u
O=C(CN1C(=O)C2CC=CCC2C1=O)Nc1ccc(Br)cc1 (stereo not drawn)	2%	17%	5%	6%	-2%	0.0	-3%	-10%	i
CCOc1ccc(-c2nonc2NC(=O)COc2c(C)cc(C)cc2C)cc1OCC	-18%	22%	2%	x	-1%	1.2	2%	-9%	-2%&-28%
Cc1nc(C)c(-c2ccccc2)c(=O)[nH]1	-6%	11%	12%	2%	0%	-0.7	-1%	-10%	-4%
CCOC(=O)CC1=CCc2c1ccc(OC)c2OC	7%	8%	x	x	-11%	x	x	x	u
C[C@@H]1COC(=O)[C@@H](Cc2ccc(F)cc2)C/C=C\C[C@@H](CC(=O)N[C@H](CO)Cc2ccccc2)C(=O)N1	21%	45%[activator]	x	-20%	11%	x	x	x	3%

# 3 compounds out of the list, ordered by heavy-atom count, rising:
mol	ERG-DNA inh	POLI inh	Pol beta inh	APEX1 inh	POLK inh	TRHR agonist	BLM helicase inh	Apoferritin bind	12-LOX inh
CC(C)(C)OC(=O)CC12CCCCC1NC(=O)O2 (stereo not drawn)	-4%	18%	-8%	13%	-1%	0.1	-2%	-15%	13%
O=C(CN1C(=O)C2CC=CCC2C1=O)Nc1ccc(Br)cc1 (stereo not drawn)	2%	17%	5%	6%	-2%	0.0	-3%	-10%	i
COc1ccccc1CN1CCN(C(=O)c2cccc3ccccc23)CC1	-1%	21%	x	x	-3%	x	x	x	9%

# Records listed above marked active in POLK inh.
smiles	ERG-DNA inh	POLI inh	Pol beta inh	POLK inh	TRHR agonist	BLM helicase inh	Apoferritin bind	12-LOX inh
C[C@@](N)(Cc1ccc(O)c(O)c1)C(=O)O	x	x	x	3.5µM*!	x	5%	35%[activator][29.3 µM]	x

# Compound activity deposited in PubChem BioAssay by National Center for Advancing Translational Sciences (NCATS).
